# Assay outcomes as filed in PubChem.
# DAGLB inhibitor = blocks human DAGLB lipase activity; Q8NCG7; HEK293T DAGLB membrane lysate, EnzChek fluorogenic substrate; inhibition, % at 5.17 µM; 340,000 compounds, 0.059% hits; AID 504411; in the data active means inhibition above about 34%;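 further: 0% = enzyme with vehicle and 100% = wells lacking enzyme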
# DSG3 Ab inh = inhibitors of pemphigus antibody binding to human desmoglein-3; P32926; DSG3-coupled beads, scFv-anti-DSG3-GFP binding, flow cytometry; active compounds read low; binding (percent of control), % at 10 µM; 310,000 compounds, 0.48% hits; AID 588358;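 active means binding more than 3 SD below its plate's average and above zero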;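 further: hits lower antibody fragment binding to DSG3; some compounds called inactive have numbers as strong as hits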
# NSD2 inh = NSD2 (human) methyltransferase inhibition | inhibition, % at 12.5 µM | 310,000 compounds, 0.54% hits | NSD2 peptide methylation, AlphaScreen, 120 min | O96028; in the data active means inhibition above about 50%
# Target sequence (O96028 whole entry, looked up): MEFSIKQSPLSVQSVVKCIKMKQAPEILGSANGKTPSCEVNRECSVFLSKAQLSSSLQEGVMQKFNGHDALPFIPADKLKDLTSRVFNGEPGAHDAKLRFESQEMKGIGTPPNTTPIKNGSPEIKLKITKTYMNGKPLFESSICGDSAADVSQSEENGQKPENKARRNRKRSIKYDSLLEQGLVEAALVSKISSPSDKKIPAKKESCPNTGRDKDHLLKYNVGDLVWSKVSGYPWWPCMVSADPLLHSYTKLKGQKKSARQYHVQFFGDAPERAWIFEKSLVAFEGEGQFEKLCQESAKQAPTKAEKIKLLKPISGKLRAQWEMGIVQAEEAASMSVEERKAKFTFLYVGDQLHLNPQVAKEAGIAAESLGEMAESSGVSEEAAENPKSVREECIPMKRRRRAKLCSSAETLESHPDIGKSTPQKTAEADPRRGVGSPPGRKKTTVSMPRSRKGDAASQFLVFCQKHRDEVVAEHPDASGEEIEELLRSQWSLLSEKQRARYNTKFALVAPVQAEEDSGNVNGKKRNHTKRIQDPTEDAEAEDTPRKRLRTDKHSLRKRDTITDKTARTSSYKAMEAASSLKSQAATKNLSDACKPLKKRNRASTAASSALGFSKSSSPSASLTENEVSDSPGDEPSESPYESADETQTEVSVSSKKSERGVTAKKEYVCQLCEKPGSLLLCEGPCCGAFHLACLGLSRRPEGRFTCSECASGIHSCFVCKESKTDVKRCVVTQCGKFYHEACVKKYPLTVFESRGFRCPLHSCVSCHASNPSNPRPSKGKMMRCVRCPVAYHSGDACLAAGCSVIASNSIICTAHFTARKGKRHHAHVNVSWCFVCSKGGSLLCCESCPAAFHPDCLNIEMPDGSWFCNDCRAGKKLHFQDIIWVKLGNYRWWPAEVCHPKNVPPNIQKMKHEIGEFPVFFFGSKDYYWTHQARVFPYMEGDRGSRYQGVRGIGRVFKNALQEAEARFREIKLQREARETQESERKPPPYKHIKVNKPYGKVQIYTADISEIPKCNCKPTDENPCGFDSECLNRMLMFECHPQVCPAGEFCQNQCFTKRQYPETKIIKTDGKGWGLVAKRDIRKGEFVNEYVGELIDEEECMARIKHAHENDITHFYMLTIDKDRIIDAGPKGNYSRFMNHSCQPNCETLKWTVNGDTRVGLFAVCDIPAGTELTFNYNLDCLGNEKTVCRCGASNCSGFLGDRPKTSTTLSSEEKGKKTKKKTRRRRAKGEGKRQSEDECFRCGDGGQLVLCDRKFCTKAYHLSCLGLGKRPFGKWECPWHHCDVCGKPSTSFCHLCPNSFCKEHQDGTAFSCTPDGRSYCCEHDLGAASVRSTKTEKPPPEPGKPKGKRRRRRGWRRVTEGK
# CAL PDZ FP-1 = blocks peptide binding to the human CAL PDZ domain. Q9HD26. 300,000 compounds, 0.92% hits. AID 602252. purified CAL PDZ, TMR-peptide fluorescence polarization, 1 h. inhibition, % at 24.9 µM;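 active means mean inhibition of at least 30% with at least half of replicates also reaching 30%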;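 further: 0% = DMSO neutral control and 100% = excess unlabeled competitor peptide PRC23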
# LANA DNA inh = inhibitors of KSHV LANA C-terminal domain DNA binding | AID 504423 | inhibition, % at 9 µM | MBP-C-LANA/FAM-LBS DNA binding, fluorescence polarization | 340,000 compounds, 0.078% hits;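 active means highest replicate inhibition at or above 60% at 9 µM, even if other replicates fall short; inactive means all replicates below 60% inhibition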;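 further: 0% = neutral control wells and 100% = 4 µM acridine orange control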
# Keap1-Nrf2 PPI = Keap1-Nrf2 (human) interaction inhibition. Keap1 Kelch-Nrf2 peptide fluorescence polarization, 1536-well. inhibition, % at 9.4 µM. 340,000 compounds, 0.15% hits. AID 504523; in the data active means inhibition above about 12%;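 further: human Keap1 Kelch domain with fluorescein labeled Nrf2 9mer peptide probe; 0% = neutral control wells and 100% = peptide positive control; higher means more block of Keap1 binding to Nrf2 peptide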
# RTF Ca sens inh = cardiac RTF calcium desensitization. P19429+P45379. IANBD-labeled cardiac RTF, Ca2+ fluorescence. inhibition, % at 7.15 µM. 340,000 compounds, 0.12% hits. AID 493244;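 active means inhibition above the mean inhibition of all tested compounds plus 3 SD, cut at about 17% in these data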;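 further: assay run at fixed EC70 calcium of 1.6 mM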
# CAL PDZ FP-2 = inhibitors of human CAL PDZ peptide binding | Q9HD26 | purified CAL PDZ, TMR-peptide fluorescence polarization, 1 h | inhibition, % at 20 µM | 330,000 compounds, 0.02% hits | AID 504414;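 active means highest replicate inhibition of at least 40%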;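 further: plate controls were DMSO neutral control wells for no effect and unlabeled competitor peptide control wells for full effect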
#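 Read-out basis: mP drop reported as inhibition | Assay system: Tagged CAL PDZ protein CerCALP, purified | Benchmarks: Unlabelled peptide for full inhibition, DMSO wells as neutral | Schedule: 1 h incubation at room temperature before polarization reading | Buffer or medium: Sodium phosphate/NaCl buffer pH 7.4 with TCEP, IgG, Thesit | Doses: Single point, 20 µM | Measured by: Fluorescence polarization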
# V-ATPase pHluor = alters yeast V-ATPase proton transport. S. cerevisiae, pHLuorin cytosolic pH fluorescence. response, % at 10 µM. 350,000 compounds, 0.37% hits; in the data active means response mostly above about 7.3%, no sharp cut-off; inactive means mostly below about 5.4%; further: actives read high; inactives centre near 0; some compounds called inactive have numbers as strong as hits
# Arr AP2 block = inhibitors of human beta-arrestin and AP2 interaction. FITC-arrestin peptide / GST-AP2 beads, flow cytometry; AP2 beta2 appendage carries R879A mutation. inhibition, % at 10 µM. 340,000 compounds, 0.31% hits. AID 504490;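 active means inhibition above a set limit, near 3 SD of compounds lacking own fluorescence, cut at about 54% in these data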;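 further: plate controls were DMSO wells for no effect and 5 µM unlabelled arrestin peptide for full effect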
#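 Material – GST-tagged AP2 beta2-adaptin appendage (R879A) on 4 µm glutathione beads · Probe or stimulus – fluorescein-tagged arrestin peptide at 50 nM final · Timing – 12 min plus 1 h, RT · Detection – bead flow cytometry, FITC channel · Read-out basis – inhibition as reduced fluorescein signal on beads, percent · Medium – PBS plus Tween 20 (0.05%) and BSA (0.1%)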
# Numbers without * were called inactive; . = not tested or not shown; & = joins results of further samples.
SMILES,DAGLB inhibitor,DSG3 Ab inh,NSD2 inh,CAL PDZ FP-1,LANA DNA inh,Keap1-Nrf2 PPI,RTF Ca sens inh,CAL PDZ FP-2,V-ATPase pHluor,Arr AP2 block
COc1ccccc1/C=C/C=N/n1c(C2CCCCC2)n[nH]c1=S,-6,107,7,-5,0.0,-2,9,-1.0,2,-17
O=C(Nc1ccc([N+](=O)[O-])cc1)Nc1cnccn1,-1,101,1,-1,0.6,-1,4,22,1,-8
O=C(NCCCN1CCOCC1)C1Cc2c(ccc3ccccc23)O1 (centres undefined),0,118,-5,-5,-0.7,-4,6,0.1,-3,-19
O=C(CSc1nc2[nH]ncc2c(=O)n1-c1ccc(Cl)c(Cl)c1)NCc1ccccc1Cl,1,96,0,.,-0.7,2,-1,-5.0,4,9
CCN1CCN(Cc2ccc(NC(=O)c3ccc(C)c(NC(=O)N4CCNC4=O)c3)cc2C(F)(F)F)CC1,3&2&2,105&110,.,0&-6,1.2&0.5,4&-4,-7&-9,-4.3&-6.6,0&-5&5,9&23
O=C(COC(=O)c1ccc(F)cc1)Nc1nc2ccc([N+](=O)[O-])cc2s1,0,83,2,.,0.2,-2,0,-0.4,-1,-16
O=C(Nc1ccc(O)cc1)c1ccc2c(c1)C(=O)N(Cc1cccnc1)C2=O,3,91,6,-4,-1.0,-8,-7,-1.4,2,-10
COc1ccccc1NC(=O)/C(=C/c1ccncc1)NC(=O)c1ccccc1,0,104,.,-4,1.3,-2,12,-2.5,2,19
O=C(CC1C(=O)NCCN1Cc1ccc(F)c(F)c1)NCCCn1ccnc1 (centres undefined),0,101,1,-5,0.6,0,-4,-0.4,-2,8
CN(C)CCCNC(NC(=O)/C=C/c1ccccc1)C(Cl)(Cl)Cl (centres undefined),1,97,0,8,-0.9,-1,2,-0.7,1,17
CC(C)c1ccc(OCC(=O)N2CCN(c3ccccn3)CC2)c(Br)c1,-6,118,0,1,-1.2,-6,-2,-2.9,5,3
COc1ccc(-c2c(-c3ccccc3OC)oc3ccccc23)cn1,-16,106,.,-3,0.1,-11,-14,0.3,2,-4
C/C(=C\c1ccco1)CN1CCN(Cc2ccc(C)o2)C(CCO)C1 (centres undefined),1,117,2,-1,0.0,-5,-5,-1.3,-1,16
Clc1ccc(NN(Cc2ccncc2)c2ccc(Cl)cc2)cc1,-2,99,-1,.,.,.,.,.,4,.
Nc1nc(SCC(=O)c2ccc(Oc3ccccc3)cc2)n[nH]1,1,97,9,.,0.1,-2,-3,0.4,-5,18
Cc1ccc(CNC(=O)[C@]2(C)CCC[C@@]3(C)C4CC[C@@]5(C)C[C@]4(CCC32)CC5=O)cc1 (some centres undefined),-16,104,.,-1,0.3,9,-12,0.7,-4,22
CC(=O)OCC(=O)C1(O)CCC2C3CC(F)C4=CC(=O)CCC4(C)C3C(=O)CC21C (centres undefined),-2,97,-1,130*,-0.1,2,4,0.4,-1,-5
COc1ccc(NC(=O)COC(=O)CNC(=O)C2CCCCC2)cc1,-1,99,-3,-2,-0.1,-1,-9,-1.4,1,7
CN(C)CCNCc1ccc(OC2CCCC2)cc1,-2,99,6,-2,-0.3,-9,-8,-1.2,-3,11
CC(=O)Nc1ccc(N=c2cc([N+](=O)[O-])cc(Cl)n2O)cc1,2,102,-2,-5,0.7,2,-3,.,0,-17
O=C(CSc1ncccn1)Nc1ccc2c(c1)OCO2,-2,90,-4,.,-0.5,0,-1,-0.5,-1,-7
CCCNC(=O)c1ccccc1NC(=O)COc1cccc2c1OC(C)(C)C2,-2,96,-2,0,-1.3,-2,-18,-2.8,7,45
CCN1CCN(c2ccc([N+](=O)[O-])cc2C(=O)c2ccc(Cl)cc2)CC1,-1,76,9,0,-0.2,-4,3,-0.3,2,-7
C/C(CC(=O)Nc1cc(Cl)ccc1Cl)=N\NC(=O)c1ccco1,0,.,-2,-1,0.4,-6,2,-1.7,0,-2
O=C(Nc1ccc([N+](=O)[O-])cn1)C1CCCCC1,-2,100,0,-4,0.2,2,-6,-0.8,1,35
# Other entries
SMILES,DAGLB inhibitor,DSG3 Ab inh,NSD2 inh,CAL PDZ FP-1,LANA DNA inh,Keap1-Nrf2 PPI,RTF Ca sens inh,CAL PDZ FP-2,V-ATPase pHluor,Arr AP2 block
CCn1cc(S(=O)(=O)CC(=O)Nc2cccc(C)c2)c2ccccc21,-1,102,.,.,0.4,4,-1,-1.0,0,0
O=C1NC2(CCCCCC2)N=C1c1ccc(Br)cc1,-5,97,-3,2,-0.4,0,-4,-2.9,7,20
O=C(CSc1n[nH]c(-c2ccc(S(=O)(=O)NC3CCCCC3)cc2)n1)N1CCCC1,1,99,.,-4,2.0,-8,-30,-1.0,1,1
O=C(O)CNC(=O)C1(N2C(=O)c3ccccc3C2=O)CCCC1,0,109,0,-3,2.7,0,-3,0.4,-1,14
O=C(NNC(=O)c1cc(-c2ccccc2Cl)nc2ccccc12)c1csc(N2CCOCC2)n1,1,95,5,-4,0.2,-6,-2,-2.3,1,-1
O=C(Nc1ccc(S(=O)(=O)N2CCOCC2)cc1)c1cc(-c2ccccc2O)n[nH]1,-1,91,-1,8,-1.4,1,-11,-3.1,-2,3
CC(C)Cc1nnc(NC(=O)CSc2nc(=O)cc(N)n2-c2ccccc2)s1,5,97,0,.,1.6,-2,3,-0.8,-2,31
CCn1c(O)c2ccc(C(=O)N=NC(=O)c3ccccc3)cc2c1O,-1,113,6,-3,3.7,2,-3,-0.6,2,58*
CCNC(=O)NC(=O)CSc1ccc(NC(C)=O)cc1,-1,103,11,-9,-1.3,-4,4,-3.3,-1,7
CCN(CC)CCCNc1nc(-n2nc(C)cc2C)nc2sc3c(c12)CC(C)(C)OC3,-1,107,76*,.,3.5,-5,-3,-0.5,5,7
O=C(Nc1ccccc1C(=O)O)c1cc(S(=O)(=O)N2CCCCC2)c(Cl)cc1Cl,15,108,-2,-6,0.3,-4,2,-0.9,-1,0
COc1cccc(CNC(=O)Cc2ccc(Br)cc2)c1,0,108,-2,2,0.7,-3,0,-0.5,-3,-2
O=C(C1CCN(S(=O)(=O)c2cnc[nH]2)CC1)N1CCc2ccccc2C1,-1,91,-2,-2,-0.6,-1,6,-0.2,0,-7
O=C(Cn1c(=O)n(Cc2ccccc2)c(=O)c2ccccc21)NCc1ccco1,1,104,4,-3,0.9,-5,-5,-1.1,-3,5
COc1ccc(N(CC(=O)NCc2ccccc2Cl)S(=O)(=O)c2c(C)noc2C)cc1,-3,100,-11,12,-0.1,3,-4,0.2,4,-15
COc1ccc(N2CCN(C(=O)CCc3ccc(S(=O)(=O)NCC(C)C)cc3)CC2)cc1,2,.,2,3,1.8,-1,-6,-0.8,-1,5
Cc1ccn(Cc2n[nH]c(=S)n2Cc2ccccc2)n1,0,102,1,-4,0.4,1,-2,-0.9,2,7
NCCCC[C@@H](C(=O)N1CCNCC1)n1cc(CN)nn1,-2,100,.,1,0.1,-3,4,0.0,-2,-7
Cc1cc(/C=C2/NC(=O)NC2=O)c(C)n1-c1cccnc1,-2,100,1,-2,-0.9,-3,-5,-0.3,-3,-7
COc1ccc(S(=O)(=O)N(C)CC(=O)N2CCC(C(N)=O)CC2)cc1,2,100,0,-2,0.2,-2,-3,-1.1,1,-11
O=C(NCC(=O)N(c1ccccc1F)C(C(=O)NC1CCCC1)c1ccncc1)c1ccco1 (centres undefined),-1,92,-4,-5,-1.4,-7,-14,-3.3,-3,-1
C=C(C)COc1ccc(-c2n[nH]c(C)c2-c2ccccc2)c(O)c1,-13,104,1,3,3.7,-2,-9,-0.6,1,2
CCOc1ccc(CC(=O)NCC(=O)NCc2cc(=O)n(C)c(=O)n2C)cc1,1,94,-1,-2,-0.9,3,3,-1.0,0,-8
COc1ccc(NC(=O)C(=S)NC2CCCCC2)cc1,-9,107,.,1,1.8,4,-10,-0.9,-2,-2
O=C(CCl)N1CCN(S(=O)(=O)Cc2ccccc2)CC1,2,107,-1,-1,1.3,-5,0,-2.6,-4,0
# The results go on:
SMILES,DAGLB inhibitor,DSG3 Ab inh,NSD2 inh,CAL PDZ FP-1,LANA DNA inh,Keap1-Nrf2 PPI,RTF Ca sens inh,CAL PDZ FP-2,V-ATPase pHluor,Arr AP2 block
COC(=O)c1cnc2c(C(F)(F)F)cccc2c1OC,1,103,-2,-1,0.5,-2,-5,-0.7,0,7
Cc1c(C(=O)OCC(=O)NCC2CCCO2)oc2ccccc12 (centres undefined),-1,95,-2,.,-1.3,-2,1,0.2,-3,-17
O=C(N/N=C/c1c(F)cccc1Cl)c1ccc(Cn2cc(Br)cn2)o1,0,98,-2,-5,-2.6,0,-4,-2.8,1,-5
NC(=O)CC(NC(=O)Cc1cccc2ccccc12)c1ccc(NC2CCCCC2)c([N+](=O)[O-])c1 (centres undefined),11,.,.,-1,3.0,2,0,-0.7,-5,33
O=C(NCCCn1ccnc1)Nc1ccc(Cl)cc1,-3,100,-1,.,1.2,-2,1,-2.5,6,0
COc1cc(/C=N/NC(=O)CN(Cc2ccccc2)S(=O)(=O)c2ccc3c(c2)OCCO3)ccc1O,3,120,-1,-12,-3.1,-2,1,-1.3,-2,2
CCOCCCNc1nc2c(-c3ccccc3)nnn2c2ccccc12,-5,99,.,.,-1.3,-3,-9,-0.2,2,2
CCN(Cc1ccccc1)C(=O)CN1C(=O)COc2ccc(S(=O)(=O)NC3CCCC3)cc21,-3,103,-3,-3,-2.3,-3,-5,-1.6,4,0
Cc1ccc(NS(=O)(=O)c2ccc(C(=O)NCC(c3ccco3)N3CCCCC3)cc2)cc1 (centres undefined),1,100,1,-6,-0.5,-1,-12,-3.0,-2,6
C=C(C)CN(CC)c1nc(N)c(C#N)c(CC#N)c1C#N,1,88,10,-1,2.3,-5,-10,-1.6,-2,4
c1ccc2c(c1)nc1n2CCN1CCNC1CCCCC1,0,.,2,1,0.3,-5,-6,-1.6,1,-4
O=C(NCc1ccc(F)cc1)C1CCN(S(=O)(=O)c2cccc3nonc23)CC1,1,.,13,-5,-1.4,-1,2,-2.7,-1,-3
O=C(Nc1nnc(-c2ccco2)o1)C1CCCCC1,2,96,.,.,-0.9,3,-11,-0.4,-1,3
CC1(c2cccc(Br)c2)NC(=O)N(CC(=O)c2ccc3c(c2)OCO3)C1=O (centres undefined),0,103,-3,.,.,.,.,.,-1,.
O=C(NCCc1ccc(Cl)cc1)c1cccc(NC2=NC3CS(=O)(=O)CC3S2)c1 (centres undefined),1,99,.,.,0.4,2,-4,-0.4,3,7
O=C(Cn1ncc2ccccc2c1=O)Nc1cccc(C(F)(F)F)c1,-2,100,-1,.,.,.,.,.,-1,.

# These rows are one share of the data; the hit share may differ from the screen's.
